# Growth percent in the NCI-60 one-dose screen (48 h, 10 µM unless noted): 100 = growth as untreated, 0 = no growth, -100 = all killed.
# HS 578T: HS 578T breast cancer; 4.1% of 78,000 active; AID 1794788
# BT-549: BT-549 breast cancer | 4.4% of 78,000 active | AID 1794793
# UACC-257: UACC-257 melanoma; 4.4% of 78,000 active
# UACC-62: UACC-62 melanoma. 5.4% of 81,000 active. AID 1794756
# MALME-3M: MALME-3M melanoma. 5.8% of 78,000 active
# T-47D: T-47D breast cancer; 5% of 79,000 active
# LOX IMVI: LOX IMVI melanoma | 7.4% of 79,000 active | AID 1794757
# MCF7: MCF7 breast cancer; 6.3% of 82,000 active
# Active calls of the source: *; · = not tested or not shown; & = joins results of further samples; [ ] = remark or other dose. How the source made its calls: active means growth percent below 10; inactive means the rest.
SMILES,HS 578T,BT-549,UACC-257,UACC-62,MALME-3M,T-47D,LOX IMVI,MCF7
CC1(C)CCCC2=C1CC1C(=O)OC(=O)C1C2 (stereo unspecified),127,90,93,89,133,113,106,88
CC(=O)C1=C(C)OC(N)=C(C#N)C1c1cccc(C2C(C#N)=C(N)OC(C)=C2C(C)=O)c1 (stereo unspecified),92,101,98,105,·,103,73,89
COc1cc(-c2cc(/C=C/C(C)=O)[nH]n2)cc(OC)c1OC,92,72,80,85,68,32,62,41
COc1cccc2c(=O)c3c(sc12)c(NCCCN)nc1ccccc13,60,90,94,88,91,83,-82*,25
Nc1cc(C(=O)NC=Nc2ccc(OC(F)F)c(OCc3ccccc3)c2)nn1CC(O)c1ccccc1 (stereo unspecified),109,115,107,84,111,96,97,86
CCOC(=O)c1cc(C(=O)c2ccc(Br)cc2)n2cc(C)cc(C)c12,89,79,87,89,96,80,92,90
O=C(CCCCCCC(=O)c1ccccc1)c1ccccc1,99,102,100,100,107,104,97,109
c1ccc(-c2onc3ccc(-n4nncc4C4CCCO4)cc23)cc1 (stereo unspecified),91,109,87,103,113,94,100,92
O=C(N/N=C/c1ccc(Cl)cc1)N/N=C/c1ccc(Cl)cc1,92,105,103,97,102,95,100,91
Oc1c(-c2nnc(-c3ccc(Cl)cc3)o2)sc2nnc(-c3ccccc3)c(-c3ccccc3)c12,93,67,92,64,·,91,72,·
CCOC(=O)c1ccc(NC(=O)Oc2cc(C)c(Cl)cc2C(C)C)cc1,114,108,101,90,·,86,95,94
CC(C)C1=C[C@@]23CC[C@@H]4[C@](C)(CCC[C@@]4(C)C(=O)OCC#CCN4CCCC4)[C@H]2C[C@@H]1[C@H]1C(=O)OC(=O)[C@H]13,99,88,96,82,90,74,89,85
Cc1cc(O)c(C2=NN(c3ccc(S(N)(=O)=O)cc3)C(c3cccc(O)c3)C2)cc1Cl (stereo unspecified),82,107,90,81,91,73,79,78
NS(=O)(=O)c1ccc(NCC(=O)Nc2ccc(-c3nc4ccccc4s3)cc2)cc1,98,14,97,38,54,46,13,28
COc1cccc(-c2nn(C(C)(C)C)cc2-c2ccnc(NCCNS(=O)(=O)c3cccc(F)c3)c2)c1,107,107,107,97,98,97,98,96
O=CNc1c(Br)cc2c(c1Br)Cc1cc(Br)ccc1-2,91,115,87,81,·,51,89,66
CC(=O)Nc1ccc2c(c1)C(=Nc1cccc(C)c1)c1ccccc1-2,111,101,98,96,·,95,96,40
CC(=O)OCCCCC[n+]1ccc(SCC(=O)n2ccc3ccccc32)c2ccccc21,107,·,108,95,97,97,114,100
CC(=O)N1CCC([C@@]23C[C@@H](OC(=O)CO)[C@@](C)(O2)[C@@H]2CCC(C)=C2[C@@H]3OC(=O)/C=C/c2ccccc2)CC1,99,100,100,94,97,96,92,97
CN1CCN(C(=O)Oc2cc3c(c4ccccc24)[C@H](CCl)CN3C(=O)c2cc3cc(OCCCN4CCC4)ccc3[nH]2)[C@H]2CSSC[C@H]21,-7.1*,-37*,-16*,-82*,-65*,-13*,-24*,3.7*

# A draw from above in order of heavy-atom count, ascending.
SMILES,HS 578T,BT-549,UACC-257,UACC-62,MALME-3M,T-47D,LOX IMVI,MCF7
CC(=O)Nc1ccc2c(c1)C(=Nc1cccc(C)c1)c1ccccc1-2,111,101,98,96,·,95,96,40
CCOC(=O)c1ccc(NC(=O)Oc2cc(C)c(Cl)cc2C(C)C)cc1,114,108,101,90,·,86,95,94
Cc1cc(O)c(C2=NN(c3ccc(S(N)(=O)=O)cc3)C(c3cccc(O)c3)C2)cc1Cl (stereo unspecified),82,107,90,81,91,73,79,78
CC(=O)OCCCCC[n+]1ccc(SCC(=O)n2ccc3ccccc32)c2ccccc21,107,·,108,95,97,97,114,100
CC(=O)N1CCC([C@@]23C[C@@H](OC(=O)CO)[C@@](C)(O2)[C@@H]2CCC(C)=C2[C@@H]3OC(=O)/C=C/c2ccccc2)CC1,99,100,100,94,97,96,92,97
CN1CCN(C(=O)Oc2cc3c(c4ccccc24)[C@H](CCl)CN3C(=O)c2cc3cc(OCCCN4CCC4)ccc3[nH]2)[C@H]2CSSC[C@H]21,-7.1*,-37*,-16*,-82*,-65*,-13*,-24*,3.7*

# (continued)
SMILES,HS 578T,BT-549,UACC-257,UACC-62,MALME-3M,T-47D,LOX IMVI,MCF7
COc1ccc(C2=NN(C=O)C(c3ccc(Cl)cc3)C2)cc1S(N)(=O)=O (stereo unspecified),97,101,98,87,97,96,97,98
CO[C@H](/C(C)=C/C=C\[C@@H]1C(C)=C[C@@H]2C[C@H](O)CC(=O)[C@@H]2[C@H]1/C=C(C)/C=C/[C@@H](C)NC(=O)[C@H](C)C/C=C/C[C@@H](O)Cc1ccc(O)cc1)[C@@H](C)C(=O)O,98,105,115,96,107,80,94,110
COc1ccc(NC2CC(=O)N(CCc3ccccc3)C2=O)c(OC)c1 (stereo unspecified),101,101,99,93,96,81,96,96
COc1ccc(C/C(C)=C(\c2ccc(O)cc2)c2ccc(OCCN3CCCCC3)cc2)cc1,87,88,110,91,88,54,84,35
COc1ccc(-n2nc(C(=O)O)nc2-c2cc(OC)c(OC)c(OC)c2)cc1,114,·,97,110,94,109,97,106
C=CCn1c(SCC(=O)Nc2ccc(Cl)cc2)nnc1-c1ccc(Cl)cc1,93,113,106,78,92,79,98,94
CC1(C)OCC2OC3(C(=O)O)OC(C)(C)OC3C2O1 (stereo unspecified),102,105,90,111,104,95,85,112
O=C(O)CCc1cccc2ccccc12,120&87,97,90&100,97,110&86,88,104&93,86&95
Cc1ccc(NC(=O)CN2CCN(c3cc(=O)[nH]c4ccc(F)cc34)CC2)cc1,101,95,84,68,·,79,90,72
COC(=O)[C@H]1[C@H]2C[C@@H]3c4[nH]c5cc(OC)ccc5c4CCN3C[C@H]2C[C@@H](OC(=O)c2ccc(N)cc2)[C@@H]1OC,81,99,113,90,106,82,86,85
COc1ccc(/C=N/NC(=O)c2ccc(Br)o2)cc1,142,103,130,105,108,85,96,51
C#C[C@]1(O)CC[C@H]2[C@@H]3CC=C4c5sc(-c6ccc(F)cn6)nc5CC[C@]4(C)[C@H]3CC[C@@]21C,-16*,7.8*,-32*,0.4*,68,40,-64*,12
COc1ccc2c(=O)c(C)c(C(=O)N[C@@H](Cc3ccccc3)C(=O)C(=O)NCc3ccccc3)oc2c1,125,116,107,82,113,111,86,91
O=C(O)c1ccc(NS(=O)(=O)Cc2ccc(Cl)c(Cl)c2)cc1,·,100,99,98,115,116,98,102
Cc1cc(C(=O)Nc2cccc(-n3cc(-c4ccncc4)c(-c4ccc(Cl)c(O)c4)n3)c2)ccc1Br,108,103,96,105,83,88,86,85
CC(C)=CCc1cc2c(cc1O)C1=C(C(=O)C3=C(NCCS3(=O)=O)C1=O)C(C=C(C)C)O2 (stereo unspecified),74,40,·,28,-43*,10,4.6*,-43*
O=C1/C(=C/c2ccc([N+](=O)[O-])o2)Oc2ccccc21,57,-51*,-8.8*,-55*,-41*,8.2*,-61*,7.1*
COc1cc(Cc2ccc(O)c(OC)c2)ccc1O,105,·,98,100,110,95,98,99
COc1ccc(/C(C)=N/N=C(\C)c2ccc(OC)cc2)cc1,102,98,109,92,89,92,97,96
Brc1ccc2[nH]cc(-c3nc(-c4c[nH]c5ccncc45)cs3)c2c1,-48*,88,-23*,-79*,-84*,-48*,-97*,-63*
COC1=CC2C3(O)CCCc4cccc(c43)N3C(=O)CCC23C=C1OC (stereo unspecified),101,99,91,92,99,100,103,95
Cc1ccc(S(=O)(=O)N2CCC(Cc3cc4ccccc4o3)C2)cc1 (stereo unspecified),98,102,99,88,·,94,99,96
Cc1cc(C)c(N)c(Br)c1,94&121,89&108,105&106,95&108,95&105,87&98,96&106,103&103
CCCCC(=O)Nc1ncc(Cc2ccccc2Cl)s1,31,47,55,32,52,34,40,18
COc1ccc(-c2ccc(NC(=O)Nc3cccc(Cl)c3)c(C)n2)cc1OC,95,92,71,75,99,50,81,76
CC(C)C1CC(=O)c2c(oc3cc(O)c(O)cc23)C1 (stereo unspecified),99,80,94,98,108,100,96,88
COc1cc(C(=O)CCc2ccc3c(c2)OCO3)cc(OC)c1OC,·,98,98,90,113,99,101,96
CSc1nc(COC(=O)NC(C)C)c(COC(=O)NC(C)C)n1Cc1ccccc1,104&106,113&105,106,101&101,117&109,98&80,97&94,94&89
NC(=O)c1cc(Br)ccc1N(Cc1ccccc1)S(=O)(=O)c1ccccc1,107,98,112,104,101,100,104,86
CCN(CC)C(=O)CCCCCCCC(=O)N(CC)CC,101,99,103,109,93,103,100,101
COc1ccc(C2c3ccc4ccccc4c3Oc3ncnc(N)c32)cc1 (stereo unspecified),82,88,98,67,93,60,76,68
Oc1cccc(-c2nc(-c3n[nH]c(=S)n3-c3ccccc3)cc3c2[nH]c2ccccc23)c1,35,-16*,67,32,44,48,8.2*,18
Cc1cccc(C)c1C(=N)c1ccccc1Cc1ccccc1,100,109,79,95,86,92,103,106
S=c1[nH]cnc(S)c1Cl,100,109,90,97,102,92,97,93
O=C1c2cc(O)c(O)cc2O[C@H](c2ccc(O)c(O)c2)[C@H]1O,107,112,104,98,98,97,113,102
COc1cc(NC(=O)[C@@H]2C[C@H]2c2ccccc2)c(C(N)=O)cc1OC,105,·,89,95,84,98,93,79
Cc1nn2c(=O)[nH]cnc2c1Cl,125,115,98,104,109,98,97,94
O=C(O)c1ccc(-c2nn(-c3ccc(C(=O)O)cc3)cc2CNc2cccc(Br)c2)cc1,100,99,100,101,104,102,102,106
C=CC[Se]C(=O)Cc1c(C)n(C(=O)c2ccc(Cl)cc2)c2ccc(OC)cc12,-13*,0.6*,-35*,-66*,-23*,-24*,7.9*,-4.3*
N#CC1(C#N)C2CCCC(O)(C2(O)O)C1(C#N)C#N (stereo unspecified),101,105,·,106,104,70,98,83
COc1ccc(C2CC(c3cc(C)ccc3C)=NN2c2ccc(S(=O)(=O)NC(=O)NCc3ccccc3)cc2)cc1 (stereo unspecified),101,86,·,86,76,71,86,72
Cc1ccc2c(-c3nnc(N)o3)cc(=O)oc2c1C,96,102,108,94,105,100,92,94
N#CC1=C(c2ccc(Cl)cc2)Nc2c(c(-c3ccccc3)nn2-c2ccccc2)C12C(=O)N(Cc1ccccc1)c1ccccc12 (stereo unspecified),125,101,110,98,104,93,99,88
O=CNc1cccc(Cl)c1Cl,76,116,101,97,130,100,99,101
CCn1cc(/C=C2\Oc3cc(OCC#N)ccc3C2=O)c2cc(OC)ccc21,29,53,65,45,93,48,33,21
CSC1=Nc2c(c(C)c(C)n2CCCC(=O)O)C2=NC(=O)CN12,114,105,120,111,115,103,93,95
CN1C(=O)[C@H]2c3c(cccc31)[C@H]1C(=O)[C@H](CCC1(C)C)C2(C)C,96,87,106,94,105,93,100,101
O=C1NNC(c2ccccc2)=N/C1=C\c1ccccc1Cl,107,119,99,96,112,90,93,96
CC(=O)c1sc(-c2ccccc2)cc1N,89,101,91,91,112,83,104,98
CN1C(=O)N(C)C2C1NN=c1s/c(=C\c3ccccc3F)c(=O)n12 (stereo unspecified),7.6*,19,54,21,45,53,21,19
# Going on with the list.
SMILES,HS 578T,BT-549,UACC-257,UACC-62,MALME-3M,T-47D,LOX IMVI,MCF7
O/N=C(\CSc1nnc(-c2c[nH]c3ccccc23)n1-c1ccccc1)c1ccc(Cl)cc1,-32*,-67*,44,-43*,11,3.9*,-89*,3.3*
NC(=O)c1ccc(F)cc1,105,103,94,104,·,96,100,99
Nc1ccc(S(=O)(=O)N/N=C/c2ccccc2[N+](=O)[O-])cc1,104,103,·,95,·,106,92,96
Cc1cc(CN(Nc2ccccc2)c2ccccc2)cc(C)n1,102,99,110,90,91,75,87,85
CC1=C[C@H]2C[C@H](C)[C@H]3CC[C@H](C)C4=C3[C@@](O)(OC4=O)[C@@]2(C)C1,133,102,100,·,93,95,94,106
Cc1cc(O)c(C(C)C)cc1N=Cc1ccc(O)cc1O,100,99,97,97,100,88,99,93
COc1ccc2oc(-c3ccc(Cl)cc3)c(N3CCN(C)CC3)c2c1,28,134,22,-53*,121,15,-88*,-76*
CCOc1ccc(Cn2c(-c3nonc3N)nc3ccccc32)cc1OCC,74,91,85,86,68,59,82,75
CCOC(=O)C1CC(C(=O)OCC)c2nc3ccccc3nc21 (stereo unspecified),105,110,101,91,117,109,92,102
Nc1nc(Cl)cc(Nc2ccccc2Cl)n1,110,120,75,100,153,97,107,99
O=C(Nc1ccc(Cl)cc1)Nc1ccc(Oc2nncc3ccccc23)cc1,37,-10*,34,-14*,0.8*,10,-77*,14
Cc1ccc(C(=O)C/C(=C/c2ccc(-c3ccc(Cl)cc3)o2)C(=O)NCc2ccc(F)cc2)cc1,88,96,95,94,114,90,68,62
Cc1cc2c(n1-c1ccccc1)CSc1cc(S(=O)(=O)c3ccccc3)c(=O)[nH]c1-2,82[100 µM],84[100 µM],118[100 µM],95[100 µM],80[100 µM],85[100 µM],100[100 µM],96[100 µM]
NCc1ccc(S(=O)(=O)Nc2nccs2)cc1,103,86,80,106,104,·,93,98
Nc1ccc2c(=O)[nH][nH]c2c1,100,101,100,101,99,106,88,99
COc1ccc(-c2cc(C(=O)N3CCN(C(=O)c4ccccc4NCc4ccco4)CC3)nc3cc(-c4ccccc4)nn23)cc1,105,104,114,85,·,96,95,84
O=C(CCn1c[n+](CC(=O)c2ccc(F)cc2)c2ccccc21)Nc1cccc2cccnc12,84,70,48,56,·,54,85,68
Fc1cc(-c2nnc(Nc3ccc(Br)cc3)o2)cc(F)c1F,86,114,106,87,96,86,·,81
COC(=O)c1ccc(Cn2cnc3c(N)ncnc32)cc1,95,119,116,102,·,106,·,98

# Source: PubChem BioAssay
